# Source: PubChem BioAssay
# AHR act = activators of human aryl hydrocarbon receptor | AHR-responsive luciferase reporter cells, luminescence | activation, % at 5 µM | 320,000 tested, 2.5% active; in the data active = activation above about 47%;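 note: 0% = vehicle wells and 100% = reference agonist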
# PAFAH2 FP inh = inhibitors of human PAFAH2; inhibition, % at 3.39 µM; recombinant PAFAH2, FP-rhodamine activity probe, fluorescence polarization; 340,000 tested, 0.99% active;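 active = inhibition above the mean over all tested compounds plus 3 SD, cut at about 30% in these data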;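 note: inhibitors block probe labeling of enzyme so polarization drops; 0% = enzyme with DMSO and 100% = wells lacking PAFAH2 protein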
# PP5 primary = PP5 (human) phosphatase inhibition. P53041. purified PP5c, OMFP substrate fluorescence. inhibition, % at 6.7 µM. 320,000 tested, 0.18% active. AID 1987;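 active = inhibition above the campaign's mean inhibition across all tested compounds plus 3 SD, cut at about 9.5% in these data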;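 note: 0% = DMSO only and 100% = 100 µM cantharidin control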
# Fh CTSL1 inh = cathepsin L1 inhibition, PFM18AAP counter-screen | recombinant F. hepatica cathepsin L1, Z-Leu-Arg-MCA fluorescence | inhibition, % at 5.96 µM | 300,000 tested, 0.49% active | AID 1906;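 active = inhibition above the mean of all tested compounds plus 3 SD, set per screening campaign, cut at about 17% in these data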;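 note: 0% = plate median of test compound wells and 100% = 1 µM Z-Phe-Ala-diazomethylketone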
# proCasp7 act = counter-screen for procaspase-3 activators: activators of human procaspase-7 | P55210 | activation, % at 8.5 µM | 330,000 tested, 0.093% active | recombinant procaspase-7, Ac-DEVD-pNA absorbance 405 nm; D23A/D198A/D206A triple mutant, cannot self-cleave; scale: DMSO 0, 5 µM enzyme 100 | AID 463210;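 active = percent activation above the screen-wide mean plus 3 SD, cut at about 25% in these data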
# Target sequence (P55210 whole entry D23A/D198A/D206A): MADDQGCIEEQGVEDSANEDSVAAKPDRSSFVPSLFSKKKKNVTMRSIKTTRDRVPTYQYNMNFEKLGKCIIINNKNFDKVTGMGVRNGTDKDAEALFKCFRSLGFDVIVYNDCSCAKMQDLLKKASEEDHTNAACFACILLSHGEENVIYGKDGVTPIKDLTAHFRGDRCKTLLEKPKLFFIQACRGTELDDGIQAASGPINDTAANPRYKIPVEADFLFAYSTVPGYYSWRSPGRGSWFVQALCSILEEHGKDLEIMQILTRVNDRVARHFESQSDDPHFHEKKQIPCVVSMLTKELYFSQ
#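 Replicates: singlicate. Assay system: Procaspase-7 triple mutant (PC-7 D3A). Signal: 405 nm absorbance of p-nitroaniline. Times: 1 h preincubation, 2 h reaction. Buffer or medium: Zinc-free HEPES pH 7.4 with 300 mM NaCl, 0.01% Triton X-100. Also added: DEVD-pNA substrate. Benchmarks: DMSO wells as 0%, DMSO with 5 µM added PC-7 as 100%.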
# TPT1 inhibitor = inhibitors of Candida albicans tRNA 2'-phosphotransferase TPT1. recombinant caTPT1, FP RNA substrate dephosphorylation. inhibition, % at 5 µM. AID 1962. 300,000 tested, 0.81% active;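 active = inhibition above the mean of all tested compounds plus 3 SD, set per screening campaign, cut at about 24% in these data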;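 note: plate controls were DMSO alone for no effect and ferristatin control at 100 nM for full effect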
# procasp3 activ = procaspase-3 (human) activation; recombinant procaspase-3 D3A, Ac-DEVD-pNA absorbance 405 nm; activation, % at 8.5 µM; 330,000 tested, 0.11% active; AID 463141;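 active = activation above the mean of all tested compounds plus 3 SD, cut at about 21% in these data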;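 note: 0% = DMSO alone and 100% = DMSO wells spiked with extra 5 µM PC-3 D3A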
# Target sequence (P42574 whole entry D9A/D28A/D175A): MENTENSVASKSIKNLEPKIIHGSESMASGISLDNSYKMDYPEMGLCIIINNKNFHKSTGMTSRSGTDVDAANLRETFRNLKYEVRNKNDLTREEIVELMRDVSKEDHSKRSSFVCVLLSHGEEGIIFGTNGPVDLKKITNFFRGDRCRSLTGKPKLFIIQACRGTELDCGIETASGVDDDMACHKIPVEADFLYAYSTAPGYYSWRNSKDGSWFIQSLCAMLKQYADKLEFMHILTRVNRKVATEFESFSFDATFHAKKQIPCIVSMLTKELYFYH
#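 Technique: 405 nm absorbance of p-nitroaniline, reads at 0 and 120 min; Test system: Procaspase-3 D3A mutant; Incubation: 1 h enzyme-compound preincubation, then 2 h substrate reaction, 25 °C; Repeats: singlicate, each compound tested once; Benchmarks: low control DMSO wells, high control DMSO plus 5 µM PC-3 D3A.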
# PP1 inh = counter-screen for PP5 inhibitors: inhibitors of human PP1-alpha | P62136 | inhibition, % at 6.7 µM | purified PP1alpha, OMFP fluorescence | 320,000 tested, 0.9% active;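 active = inhibition above the mean inhibition of all tested compounds plus 3 SD, computed separately for each screening campaign, cut at about 15% in these data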
# Target sequence (P62136 whole entry, looked up): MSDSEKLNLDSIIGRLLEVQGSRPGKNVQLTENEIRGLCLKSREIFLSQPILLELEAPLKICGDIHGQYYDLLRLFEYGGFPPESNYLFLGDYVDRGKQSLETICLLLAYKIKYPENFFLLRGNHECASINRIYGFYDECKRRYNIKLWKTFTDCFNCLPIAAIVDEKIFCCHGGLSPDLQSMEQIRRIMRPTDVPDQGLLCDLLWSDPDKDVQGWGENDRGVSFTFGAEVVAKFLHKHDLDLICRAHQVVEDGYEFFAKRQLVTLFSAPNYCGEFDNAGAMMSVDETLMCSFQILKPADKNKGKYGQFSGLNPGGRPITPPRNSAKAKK
# core dimer inh = HCV core protein dimerization inhibition | 300,000 tested, 0.33% active | AID 1899 | inhibition, % at 5 µM | TR-FRET GST/Flag-core106 dimerization, 1536-well;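 active = inhibition above the mean of all tested compounds plus 3 SD, set per screening campaign, cut at about 45% in these data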
#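 System: GST/Flag-tagged HCV core106 proteins. Incubation: compound-protein-antibody incubation 4 h at 22.5 °C. Technique: HTRF with 340 nm excitation, 617/671 nm emission. Medium: KF-containing HEPES buffer, pH 7.45, DTT, CHAPS, BSA. Read-out: inhibition (%) from 671 over 617 nm ratio. Also added: Eu(K)-anti-GST 90 ng/mL plus XL665-anti-Flag 1 µg/mL.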
# * marks the source's active call; other numbers are inactive results; x = no result given.
SMILES,AHR act,PAFAH2 FP inh,PP5 primary,Fh CTSL1 inh,proCasp7 act,TPT1 inhibitor,procasp3 activ,PP1 inh,core dimer inh
COc1cccc(C(=O)N2CCN(C(=O)COc3ccc4ccccc4c3)CC2)c1,3,2,1.5,0,2,-1,4,-2,13
Cc1ccc(S(=O)(=O)NC2=C(N3CCN(Cc4ccccc4)CC3)C(=O)c3ccccc3C2=O)cc1,1,13,0.8,-2,0,1,-6,4,1
CCN(CC)C(=O)CSc1nc2ccccc2o1,1,-4,1.9,-3,-2,-4,-2,1,-1
Cc1ccc2ccccc2c1NC(=O)c1ccco1,1,2,1.1,-3,-2,0,4,3,-10
COc1ccc(S(=O)(=O)NC(C)C(=O)NCc2ccc3c(c2)OCO3)cc1OC (stereo unspecified),1,-13,0.1,3,4,2,3,-1,-8
COc1cc(CC(=O)OCC(=O)c2c[nH]c3ccccc23)cc(OC)c1OC,26,3,-0.1,x,12,x,2,0,x
O=C(CCCOc1ccccc1)N1CCN(c2ccccc2)CC1,19,8,-1.1,-8,4,2,4,1,9
Cc1cccc(CCN(CC(=O)NC(C)(C)C)C(=O)c2csnn2)c1,1,0,-0.3,0,0,-2,1,-3,2
Cc1ccc(S(=O)(=O)NCc2cccnc2)cc1C(=O)N1CCCC1,-1,-1,-0.2,-2,7,-2,-4,-3,4
Cc1cc(NS(=O)(=O)c2ccc(NC(=O)C(C)Oc3cccc(C)c3C)cc2)nc(C)n1 (stereo unspecified),1,2,1.8,0,7,1,-3,3,1
CCOC(=O)C1(C(F)(F)F)N=C(c2ccccc2F)OC(N(C)C)=N1 (stereo unspecified),0,0,0.3,1,6,-1,-1,2,1
CCCN(C(=O)c1cc(S(=O)(=O)N(C)c2ccc(OCC)cc2)ccc1C)C1CCS(=O)(=O)C1 (stereo unspecified),0,-6,0.9,x,1,x,-6,4,x
COc1cccc(N/C(SCc2ccccc2C)=C(/C#N)C(=O)NCc2cccs2)c1,-2,1,1.8,3,-1,0,-4,5,7
COc1cc(OC)cc(C(=O)N[C@H](C(=O)Nc2nc3ccc(S(C)(=O)=O)cc3s2)C(C)C)c1,5,-4,1.4,1,6,-3,-4,-3,6
Cc1ccc(C=Nc2ccc(N(C)C)cc2)o1,15,-3,2.6,0,-12,-1,-13,6,-43
CC(C)(C)c1ccc(C(=O)NCCC(=O)N2CCC3(CC2)NCCc2[nH]cnc23)cc1,0,7,-0.9,0,6,0,5,-5,0
COCc1nnc(NS(=O)(=O)c2ccc(F)cc2)s1,1,10,-0.9,0,-4,-5,4,0,-6
COc1ccc(OC)c(NC(=O)CCC(=O)Nc2nnc(C(C)C)s2)c1,4,-2,-0.4,1,3,-3,-7,-1,-5
Cc1ccccc1OCC(O)Cn1c(NCc2ccco2)nc2c1c(=O)[nH]c(=O)n2C (stereo unspecified),4,3,2.9,3,-7,4,1,-3,2
COC(=O)c1ccc(-c2c(-c3ccccc3)ncc3cc(F)ccc23)cc1,7,11,2.3,x,-1,x,7,-2,x
O=[N+]([O-])c1ccc(Oc2ccc(Oc3ccc(C(F)(F)F)cn3)cc2)nc1,-7,-4,1.8,-5,1,-2,2,-7,8
CCOC(=O)c1cnc2nc(C)[nH]n2c1=O,6,1,1.1,-2,6,1,-11,-5,-6
O=C(NNC(=O)c1ccccc1F)c1ccc(-c2ccc(Cl)cc2)o1,68*,-3,-0.1,0,-6,-3,-10,-5,2
CC(C)CN(CCNC(=O)CN1N=C(c2ccc(Cl)cc2)CCC1=O)CC(C)C,1,8,0.5,2,-2,-1,0,-2,2
CC(C)(C)c1cc(N2CCOCC2)n2ncc(-c3ccc(Cl)cc3)c2n1,1,2,3.2,4,3,-2,4,8,-13
Cc1c(Cl)cccc1NC(=S)N1CCN(c2ncccn2)CC1,-3,-2,2.7,-1,-6,-2,-7,-1,3
CCS(=O)(=O)N1CCC(C(=O)NCc2ccccn2)CC1,-1,-3,-2.9,1,0,-3,1,-1,-11
O=C(Cn1cnc(S(=O)(=O)N2CCCC2)c1)Nc1cccc(Br)c1,2,0,0.4,0,0,1,-2,-4,-6
CC1(C)Cc2c(sc3c2c(=N)n(Cc2ccco2)c(=O)n3Cc2ccc(Cl)cc2)CO1,-1,-3,2.4,3,11,4,3,9,26
Cc1ccc(S(=O)(=O)NCC(C)NS(=O)(=O)c2ccccc2[N+](=O)[O-])cc1 (stereo unspecified),-5,-5,3.0,-3,4,1,1,1,-1
CCCC(=O)N(c1ccc(C(=O)O)cc1)c1nc(-c2ccccc2)c(C)s1,0,-2,0.0,0,0,-2,2,-3,14
c1ccc(-c2nn[nH]n2)nc1,6,-2,0.4,-2,-6,-3,-5,2,-4
Cc1ccc2nc3n(c(=O)c2c1)CCCCC3,2,-4,-1.3,-1,1,-1,5,-6,-1
CN(C)C(=O)c1c(C(F)(F)F)nn(C)c1Cl,0,5,1.3,2,-1,2,-5,-4,0
COc1ccc(CC2S/C(=N/N=C/c3ccc(O)cc3)NC2=O)cc1 (stereo unspecified),7,-2,0.3,9,-1,4,5,4,1
COC(=O)c1ccc(NC(=O)C2CCCCC2C(=O)O)cc1 (stereo unspecified),-1,-10,1.3,6,-3,0,3,-5,-1
Cn1c(NCc2ccccc2Cl)nc2ccccc21,77*,0,0.7,-1,7,-7,7,0,2
COc1ccc(C#Cc2c(-c3ccccc3)n(-c3ccccc3)c3ccc(CO)cc23)cc1,21,-2,x,x,1,x,1,x,x
COc1cc(OC)c(NC(=O)Cn2cccc2)cc1Cl,1,1,2.9,-2,-6,0,10,-7,-4
CN(CC1CCCO1)S(=O)(=O)c1ccc(C(=O)Nc2ccc(S(N)(=O)=O)cc2)cc1 (stereo unspecified),2,-4,2.4,-4,6,-1,5,-1,-1
CCCCCn1c(=NC(=O)c2cccnc2)c(C#N)cc2c(=O)n3cccc(C)c3nc21,7,0,0.1,-5,2,0,-2,3,2
CC1CCC(NC(=O)c2ccc(CS(=O)(=O)Cc3ccccc3F)o2)CC1 (stereo unspecified),9,5,-2.6,-3,-6,6,-6,0,13
Cc1ccc(OCCC(=O)Nc2ccc(F)c(Cl)c2)cc1,-5,4,4.4,-1,3,-3,2,2,-2
Cc1ccc(NC(=O)CSc2nnc(CNC(=O)c3ccco3)n2C)cc1,-1,-8,-0.3,4,6,-3,3,-1,-2
COc1ccc(CCN2C(=O)C3C4C=CC(C4)C3C2=O)cc1OC (stereo unspecified),5,-6,1.6,-3,2,0,0,0,-4
COC(=O)Cc1ccc(NC(=S)N2CCN(C(=O)C3CCCO3)CC2)cc1 (stereo unspecified),-6,-4,1.8,1,-4,-1,-6,-1,-2
O=C(CN1C(=O)COc2ccccc21)N1CCOCC1,2,0,-1.8,-10,-2,-3,-9,2,4
Cc1cccc(COc2ccccc2C(=O)NC2CCC(O)CC2)c1 (stereo unspecified),-1,1,0.2,-1,8,0,4,-6,-4
CCCCNC(=O)c1nn2c(C(F)(F)F)cc(-c3ccc(OC)cc3)nc2c1Br,2,3,-1.8,1,3,1,3,-1,-18
CCCNC(=O)Nc1nc2ccccc2s1,8,2,-1.6,4,3,-5,5,1,-3

# Carrying on:
SMILES,AHR act,PAFAH2 FP inh,PP5 primary,Fh CTSL1 inh,proCasp7 act,TPT1 inhibitor,procasp3 activ,PP1 inh,core dimer inh
COc1ccc(N(CC(=O)NCc2ccccc2OC)S(=O)(=O)c2c(C)nn(C)c2C)cc1,10,1,4.1,-7,-5,-2,-12,-2,-8
CC1CCN(S(=O)(=O)c2cc([N+](=O)[O-])ccc2Cl)CC1,0,4,1.0,-2,-3,0,-3,-4,-11
Cc1ccc(CNC(=O)c2ccc3c(=O)n4c(-c5ccc(C)cc5)csc4nc3c2)cc1,3,-4,0.8,-1,7,-2,-1,0,-8
CCc1ccc(/C=N\n2cnnc2)cc1,19,5,0.1,5,-4,-2,-13,1,-11
C/C(=N\NC(=O)c1ccc(NS(=O)(=O)c2cccs2)cc1)c1ccc(Cl)cc1,9,2,-0.5,1,-4,-5,6,-1,2
COCCNc1nc(-c2cc(C)n(CCc3ccc(OC)cc3)c2C)cs1,1,7,0.7,1,-10,48*,-2,13,43
C/C(CC(=O)Nc1ccc2c(c1)OCCO2)=N\NC(=O)c1ccc([N+](=O)[O-])cc1Cl,9,3,-7.2,-2,-2,-3,-12,9,-10
Cc1cccc(NC(=O)Cn2c(=O)oc3ccccc32)c1,8,5,0.1,3,-3,-1,5,0,0
Cc1cccc(C)c1NC(=S)N/N=C1\CC2CC=CC12 (stereo unspecified),4,7,-1.4,-1,-15,0,-5,-5,2
FC(F)(F)c1cnc(N2CCN(C(=S)NCc3ccccc3)CC2)c(Cl)c1,-7,0,5.2,-4,-2,1,-1,0,-1
Cc1ccc(-c2cc(=O)c3ccc(F)cc3[nH]2)cc1,36,-5,-0.3,1,-1,2,5,-1,1
O=C(CN1CCN(C(=O)c2ccccc2)CC1)Nc1ccccc1,1,2,-0.7,-1,-6,0,-1,5,-6
O=C(O)Cc1ccc(-n2cccc2)cc1,2,8,-0.2,-9,-8,7,-12,-2,-1
CNc1nccc(-c2ccc(F)cc2)c1C#N,-1,2,-0.8,-6,3,1,3,-1,4
CC(C)c1ccc(NS(=O)(=O)c2cccc3cccnc23)cc1,-2,-3,2.3,-6,5,-2,4,1,5
O=[N+]([O-])c1ccc(C2=Nc3cc(Cl)ccc3OC2)cc1,67*,2,-0.2,4,-3,1,-8,3,2
Cc1cc(C)c(-c2csc(NC(=O)c3n[nH]c(=O)c4ccccc34)n2)c(C)c1,-1,-13,-3.2,-1,1,-4,-3,-5,5
Cc1ccc(C)c(N(CC(=O)NCc2ccc3c(c2)OCO3)C(=O)CCC(=O)Nc2ccccn2)c1,22,-7,3.9,-2,15,1,6,0,-2
S=c1[nH]c2cc(-c3ccccc3)ccc2o1,9,-2,1.2,0,0,-1,-2,0,3
O=[N+]([O-])c1ccc(-c2ccc(/C=N/Nc3nc(N4CCCC4)nc(N4CCCC4)n3)o2)cc1,0,1,1.4,1,6,29*,2,-4,4
CCOC(=O)c1c(C)[nH]c(C)c1C(=O)CN1C(=O)NC(CC(C)C)C1=O (stereo unspecified),2,3,-2.7,0,1,4,2,-2,-6
CC(C)[C@H](N)C(=O)NC[C@H](CC(=O)NC[C@H]1CC[C@H](C(=O)O)CC1)c1ccc(Cl)cc1,2,2,0.8,-5,3,0,12,-5,2

# 3 consecutive entries out of the list so far:
SMILES,AHR act,PAFAH2 FP inh,PP5 primary,Fh CTSL1 inh,proCasp7 act,TPT1 inhibitor,procasp3 activ,PP1 inh,core dimer inh
O=[N+]([O-])c1ccc(-c2ccc(/C=N/Nc3nc(N4CCCC4)nc(N4CCCC4)n3)o2)cc1,0,1,1.4,1,6,29*,2,-4,4
CCOC(=O)c1c(C)[nH]c(C)c1C(=O)CN1C(=O)NC(CC(C)C)C1=O (stereo unspecified),2,3,-2.7,0,1,4,2,-2,-6
CC(C)[C@H](N)C(=O)NC[C@H](CC(=O)NC[C@H]1CC[C@H](C(=O)O)CC1)c1ccc(Cl)cc1,2,2,0.8,-5,3,0,12,-5,2
